Bioassay records (PubChem BioAssay)
Cav32 inh: blocks human Cav3.2 T-type calcium channel | O95180 | B-score at 10 µM | 100,000 tested, 4% active | Cav3.2-expressing cells, Fluo-4 calcium fluorescence FDSS; hits give low values;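 active means single-dose well whose peak fluorescence ratio is a statistical outlier from its plate by either plate-standardised score or position-corrected B-score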
Target sequence (O95180 whole entry, looked up): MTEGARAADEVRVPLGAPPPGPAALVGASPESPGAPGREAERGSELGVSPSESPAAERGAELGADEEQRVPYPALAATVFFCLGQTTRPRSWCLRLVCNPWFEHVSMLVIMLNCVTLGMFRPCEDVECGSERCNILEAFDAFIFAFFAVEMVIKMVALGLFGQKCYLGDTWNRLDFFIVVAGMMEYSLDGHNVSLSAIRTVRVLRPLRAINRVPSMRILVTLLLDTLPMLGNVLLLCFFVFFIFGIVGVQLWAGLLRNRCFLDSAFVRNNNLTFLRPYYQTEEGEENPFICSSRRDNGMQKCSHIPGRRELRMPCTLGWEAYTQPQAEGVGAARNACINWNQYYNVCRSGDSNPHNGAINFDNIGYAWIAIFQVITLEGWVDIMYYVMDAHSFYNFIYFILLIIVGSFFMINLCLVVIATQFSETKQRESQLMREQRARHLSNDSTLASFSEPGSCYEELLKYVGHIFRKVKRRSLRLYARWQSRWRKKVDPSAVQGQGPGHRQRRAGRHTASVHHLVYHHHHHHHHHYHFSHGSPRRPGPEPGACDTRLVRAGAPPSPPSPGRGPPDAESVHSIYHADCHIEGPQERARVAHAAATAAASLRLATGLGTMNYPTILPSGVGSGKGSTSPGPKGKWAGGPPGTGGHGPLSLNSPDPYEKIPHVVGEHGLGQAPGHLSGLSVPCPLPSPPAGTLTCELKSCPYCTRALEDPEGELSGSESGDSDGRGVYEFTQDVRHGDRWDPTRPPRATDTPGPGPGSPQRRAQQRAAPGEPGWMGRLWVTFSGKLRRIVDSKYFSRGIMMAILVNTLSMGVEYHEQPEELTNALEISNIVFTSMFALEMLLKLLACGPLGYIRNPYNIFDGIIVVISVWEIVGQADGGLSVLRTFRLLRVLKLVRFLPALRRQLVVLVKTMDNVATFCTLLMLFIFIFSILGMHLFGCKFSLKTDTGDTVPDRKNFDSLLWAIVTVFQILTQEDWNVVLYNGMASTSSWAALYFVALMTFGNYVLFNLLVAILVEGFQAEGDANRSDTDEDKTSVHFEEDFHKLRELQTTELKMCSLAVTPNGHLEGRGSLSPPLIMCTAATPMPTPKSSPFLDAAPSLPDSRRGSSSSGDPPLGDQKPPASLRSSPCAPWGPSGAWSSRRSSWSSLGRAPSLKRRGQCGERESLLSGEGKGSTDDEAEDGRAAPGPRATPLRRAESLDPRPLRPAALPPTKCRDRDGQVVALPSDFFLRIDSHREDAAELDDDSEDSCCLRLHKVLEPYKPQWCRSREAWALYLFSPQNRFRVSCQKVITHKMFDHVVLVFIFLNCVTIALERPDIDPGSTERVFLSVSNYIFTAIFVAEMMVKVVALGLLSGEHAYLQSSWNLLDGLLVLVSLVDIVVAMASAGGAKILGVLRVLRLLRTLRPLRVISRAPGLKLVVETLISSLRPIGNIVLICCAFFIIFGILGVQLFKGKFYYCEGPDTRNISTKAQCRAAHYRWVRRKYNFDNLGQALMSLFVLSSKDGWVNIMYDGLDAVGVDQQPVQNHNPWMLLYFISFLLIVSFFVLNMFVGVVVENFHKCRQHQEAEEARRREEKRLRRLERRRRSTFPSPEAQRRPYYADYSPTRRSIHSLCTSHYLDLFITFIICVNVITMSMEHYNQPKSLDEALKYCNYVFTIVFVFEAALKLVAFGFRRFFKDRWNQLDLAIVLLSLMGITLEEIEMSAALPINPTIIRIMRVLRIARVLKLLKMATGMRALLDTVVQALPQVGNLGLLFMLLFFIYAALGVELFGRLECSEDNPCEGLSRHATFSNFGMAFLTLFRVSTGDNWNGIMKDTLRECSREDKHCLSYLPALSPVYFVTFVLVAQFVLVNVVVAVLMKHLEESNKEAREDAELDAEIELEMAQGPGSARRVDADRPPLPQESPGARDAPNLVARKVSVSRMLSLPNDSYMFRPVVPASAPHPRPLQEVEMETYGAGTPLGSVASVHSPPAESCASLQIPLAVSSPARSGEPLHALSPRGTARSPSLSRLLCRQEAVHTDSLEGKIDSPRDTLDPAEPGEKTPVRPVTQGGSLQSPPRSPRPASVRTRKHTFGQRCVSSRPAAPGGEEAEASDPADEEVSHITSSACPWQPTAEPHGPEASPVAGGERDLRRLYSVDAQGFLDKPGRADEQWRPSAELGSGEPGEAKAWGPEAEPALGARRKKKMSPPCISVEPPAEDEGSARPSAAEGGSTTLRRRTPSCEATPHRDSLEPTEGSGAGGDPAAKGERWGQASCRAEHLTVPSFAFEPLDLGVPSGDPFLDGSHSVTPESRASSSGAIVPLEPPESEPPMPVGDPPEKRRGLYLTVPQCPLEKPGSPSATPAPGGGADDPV
Numbers without * were called inactive; & = joins results of further samples.

SMILES | Cav32 inh
Cc1cc(Cl)ccc1OCC(=O)O | -0.42
COC(=O)C1=C(c2cccc(OC)c2OC)C[C@@H]2CC[C@H]1N2C(=O)NCCNC(C)=O | -0.4
COc1cccc(C2C([N+](=O)[O-])=C(N)Oc3c2c(=O)oc2ccccc32)c1 (stereo not drawn) | 1.2
COC(=O)C1=C(N)OC(C)=C(C(C)=O)C12C(=O)N(C)c1ccccc12 (stereo not drawn) | 0.4
CCN1CCN(C(=O)Cc2coc3cc(C)cc(C)c23)CC1 | -0.43
CCOC(C(=O)OCC(O)CN(CC)CC)(c1ccccc1)c1ccccc1 (stereo not drawn) | 1.6
CCOC(=O)c1c(C)c(P(=S)(N2CCOCC2)N2CCOCC2)n(C)c1C | -0.085
CCN(N=Nc1nonc1OC)c1nonc1OC | -1.2
c1ccc2c(CNC3CCCCC3)c[nH]c2c1 | 1
Cc1cccc(C(=O)Nc2ccc(Cl)cc2C(=O)c2ccccc2)c1 | -1.3
O=P(c1ccccc1)(c1nc2ccccc2s1)N1CCOCC1 (stereo not drawn) | -0.72
Cc1ccc(-n2c(O)c(C=NCc3cccnc3)c(=O)[nH]c2=O)cc1C | -0.14
Cn1c(=O)cc(SCC(=O)N2CCC3(CC2)OCCO3)c2ccccc21 | 0.43
Cc1cccnc1-n1c(C)nc2ccccc2c1=O | -0.42
CC(C)CC1C(C#N)=C(N)Oc2c1c(=O)oc1ccccc21 (stereo not drawn) | 0.046
Clc1ccc2c(c1)C(c1ccccc1Cl)=NCc1nnc(Br)n1-2 | 0.49
NCCc1ccccn1 | 1.4
Fc1ccccc1N1CCN(Cc2c(F)cccc2F)CC1 | -0.92
CCC(=O)Nc1cc(C(=O)N2CCC3(CC2)OCCO3)ccc1S(=O)(=O)c1ccc(C)cc1 | 0.063
CCOc1ccc(-n2c(O)c(C=Nc3ccc(N(CC)CC)cc3)c(=O)[nH]c2=O)cc1 | 0.61
O=C(CN1CCOCC1)NCC(=O)Nc1ccc(Br)cc1C(=O)c1ccccc1 | 0.13
CC1CN(O)C2CCc3c(no[n+]3[O-])C12O (stereo not drawn) | -0.37
C=CCn1c(O)c(C(C)=NCCO)c(=O)[nH]c1=O | 0.039
CCCN(CCC)C1CCc2cccc(O)c2C1 (stereo not drawn) | 0.53
CC1(C)C(C(=O)NN2C(=O)c3ccccc3C2=O)C1(C)C | 0.04
(further entries)
SMILES | Cav32 inh
CCn1cc(C(=O)O)c(=O)c2ccc(C)nc21 | 0.62&0.26
Cn1cc(CCC(=O)N2CCC3(CC2)OCCO3)c2ccccc21 | 1.2
CC1=CC(=O)OC2CC3OC4C[C@@H](C)C5OC6CC7O[C@]8(C)C/C=C\C9OC%10CC%11OC(CC(C)CO)CC(O)[C@]%11(C)OC%10CC9OC8C[C@]7(C)O[C@]6(C)CCC5OC4C[C@]3(C)OC12 (stereo partly drawn) | 0.67
CCCCn1c(O)c(C(CC)=NC(C)c2ccccc2)c(=O)[nH]c1=O (stereo not drawn) | -3.2
CN1CCN(c2c[nH]c(=O)[nH]c2=O)CC1 | -0.015
CC(=O)NC(Cc1ccc(N(CCCl)CCCl)cc1)C(=O)O (stereo not drawn) | 0.26
CCC(NC(=O)OC(C)(C)C)C(=O)Oc1cc(C)cc2oc(=O)c3c(c12)CCC3 (stereo not drawn) | 0.43
COc1ccc(CC(=O)N2CCN(C)CC2)cc1OC | -2.8
CCCC(=O)OCC[N+](C)(C)C | 1
CN1CCN(Cc2ccc(Br)s2)CC1 | -0.59
Cc1cc(C)nc(/N=C(\N)c2c(O)[nH]c(=O)[nH]c2=O)n1 | 0.4
Cc1ccc(CN2CCN(C)CC2)c(C)c1 | 0.21
COc1ccc(OC)c(-n2c(O)c(C=NCc3ccc4c(c3)OCO4)c(=O)[nH]c2=O)c1 | 0.082
C=CCn1c(O)c(C(CC)=NCc2cc(OC)cc(OC)c2)c(=O)[nH]c1=O | -0.37
COc1ccc(-n2c(C)nc3cc(C(=O)N4CCC5(CC4)OCCO5)ccc32)cc1 | 0.65
c1ccc(CNCCc2ccc3c(c2)OCO3)nc1 | 1.5
NCCCP(=O)(O)CCc1ccccc1 | 0.28
O=C1NC(=O)C2(Cc3ccccc3N3CCCC32)C(=O)N1Cc1ccccc1 (stereo not drawn) | -0.74
CCOC(=O)C(O)(c1ccc(N(CC)S(=O)(=O)c2ccc(C)cc2)cc1)C(F)(F)F (stereo not drawn) | -6.2*
CN(C)C(=O)Oc1cccc(NC(=O)N2CCOCC2)c1 | 1
CCN1CCN(Cc2cc(OC)c(OC)cc2[N+](=O)[O-])CC1 | 0.46
Cc1nc2cc(F)ccc2n1C1CCN(Cc2nnnn2CCc2ccccc2)CC1 | -0.55
CCN1CCN(C(c2cccs2)C(C)NC(=O)Oc2ccccc2)CC1 (stereo not drawn) | 1.1
CCOc1ccc(-n2c(O)c(C=NCCCn3ccnc3)c(=O)[nH]c2=O)cc1 | -0.16
CCOC(=O)CCN=Cc1c(O)n(-c2ccc(Br)cc2)c(=O)[nH]c1=O | 0.78

Shown with tabs: part of the list above
compound	Cav32 inh
CN1CCN(c2c[nH]c(=O)[nH]c2=O)CC1	-0.015
C=CCn1c(O)c(C(CC)=NCc2cc(OC)cc(OC)c2)c(=O)[nH]c1=O	-0.37
CCCCn1c(O)c(C(CC)=NC(C)c2ccccc2)c(=O)[nH]c1=O (stereo not drawn)	-3.2

(cont.)
SMILES | Cav32 inh
Cc1cccc(-c2nc3ccccc3c(=O)n2-n2cccc2)c1 | -1.9
CC(=O)c1c(C)[nH]c(C(=O)N2CCC3(CC2)OCCO3)c1C | 0.26
O=C(Cc1ccccc1)N1CCN(Cc2ccccn2)CC1 | -0.14
CCN1CCN(C(=O)COc2cc(=O)n(CC)c3ccccc23)CC1 | 0.21
COc1ccc(C2SCC(=O)Nc3c2c(C)nn3-c2ccccc2)cc1 (stereo not drawn) | -1.3
CC[C@H]1CC2CN3CCc4c([nH]c5ccccc45)C(C(=O)OC)(C2)C13 (stereo partly drawn) | -1.3
COC(=O)N(c1ccccc1)P1(=S)OCCO1 | 0.47
CCC(=NCCc1ccccc1)c1c(O)n(C2CCCCC2)c(=O)[nH]c1=O | -3.2
CC[C@@H](C(N)=O)N1CCCC1=O | 0.62
CCCCCCn1c(O)c(C=Nc2c(C)n(C)n(-c3ccccc3)c2=O)c(=O)[nH]c1=O | -0.13
O=C(C1CC(=O)N(c2ccc(F)c(Cl)c2)C1)N1CCC2(CC1)OCCO2 (stereo not drawn) | 0.49
CCC(=NCC1CCCO1)c1c(O)n(Cc2ccccc2)c(=O)[nH]c1=O (stereo not drawn) | 0.97
O=C(c1cccs1)N1C2CCC1CC(O)(c1cccnc1)C2 (stereo not drawn) | 0.12
CCC(=O)N1CC(=O)Nc2ccc(F)cc2C1c1ccccc1 (stereo not drawn) | 0.59
O=C1CN(C(=O)CN2CCCCC2)C(c2ccccc2)c2cc(Br)ccc2N1 (stereo not drawn) | -1
COc1ccc(C(CC(=O)N2CCC3(CC2)OCCO3)NS(=O)(=O)c2ccc(F)cc2)cc1 (stereo not drawn) | 0.076
CCOC(=O)c1nc2ccccc2c(=O)n1-c1cccc(C)c1 | 0.54
CC(C)CC12CN3CCN(CC(C3)/C1=N/O)C2 | 0.42
CC(c1ccccc1F)n1cc(C(=O)Nc2ccc3nc[nH]c3c2)nn1 (stereo not drawn) | -0.24
C[C@@]1(CO)[C@H](O)CC[C@@]2(C)[C@H]1CC[C@H]1C[C@@H]3C[C@@]12CC[C@]3(O)CO | -0.84
COc1ccc(CCNC(=O)c2c(N)n(CCN3CCOCC3)c3nc4ccccc4nc23)cc1 | 0.67
O=C1NC(=O)C(=Cc2cn(CCOc3ccc4c(c3)OCO4)c3ccccc23)C(=O)N1 | -3.5
O=C1Nc2ccccc2/C1=C/c1cnc[nH]1 | 0.078
CC(C)C1(C)N=C(c2ncccc2C(=O)O)NC1=O (stereo not drawn) | 1.6
CC(Cc1ccccc1Sc1ccccc1O)N(C)C (stereo not drawn) | 0.042

Four of these compounds, set out differently.
| canonical_smiles | Cav32 inh |
| --- | --- |
| CC(C)CC12CN3CCN(CC(C3)/C1=N/O)C2 | 0.42 |
| COC(=O)N(c1ccccc1)P1(=S)OCCO1 | 0.47 |
| CC[C@H]1CC2CN3CCc4c([nH]c5ccccc45)C(C(=O)OC)(C2)C13 (stereo partly drawn) | -1.3 |
| O=C1CN(C(=O)CN2CCCCC2)C(c2ccccc2)c2cc(Br)ccc2N1 (stereo not drawn) | -1 |

Additional compounds.
SMILES | Cav32 inh
CCN1C[C@]2(COC)CC[C@H](OC)[C@@]34C5C[C@H]6C(=O)C5[C@](O)(C[C@H]6OC)[C@@](O)(C(OC)C23)[C@@H]14 (stereo partly drawn) | 1.6
CCN1CC2(COC(=O)c3ccccc3N)CCC(OC)C34C5CC6C(OC)CC(O)(C5C6OC)C(O)(C(OC)C23)C14 (stereo not drawn) | -0.13
Nc1ccc(C2(c3ccc(N)cc3)CN3CCC2CC3)cc1 | 0.25
Cc1ccccc1C1=NCC(=S)Nc2ccc(Cl)cc21 | -0.01
Oc1cc2c(cc1O)[C@H]1c3ccccc3CN[C@@H]1CC2 | 0.035
C[N+](C)(C)Cc1ccccc1 | 0.19
CC1=NN(c2ccccc2)C(=O)/C1=C/c1c(O)[nH]c(=S)[nH]c1=O | -0.13
CCCCCCn1c(O)c(C(C)=NC)c(=O)[nH]c1=O | -0.79
CCOC(=O)C1(c2ccccc2)CCN(Cc2cccc(C(=O)O)c2)CC1 | 0.2
COC(=NC1CCCCC1)C(O)c1c[nH]c2ccccc12 (stereo not drawn) | 0.1
c1ccc(C(OCCN2CCNCC2)c2ccccc2)cc1 | -0.38
CNCCc1ccc(OC)c(OC)c1 | -0.016
COc1cc2c(cc1OC)-c1c(OC)c(OC)cc3c1[C@H](C2)[N+](C)(C)CC3 | 1.5
COC(=O)c1c(C)n(Cc2ccc3c(c2)OCO3)c2ccc(O)cc12 | -1.2
CC(N)Cc1c[nH]c2ccc(Cl)cc12 (stereo not drawn) | 0.14
CCOc1ccccc1N1C(=O)NC(=O)C(CCc2ccncc2)(CCc2ccncc2)C1=O | -0.026
O=C1NC(=O)[C@]2(Cc3ccccc3N3CCN(c4ccccc4)CC32)C(=O)N1c1ccccc1 (stereo partly drawn) | -4.5*
COC(=O)C(O)(c1ccc(N(C)S(=O)(=O)c2ccccc2)cc1)C(F)(F)F (stereo not drawn) | -0.86
COC[C@]12CN(C)C3C4[C@H](OC)[C@H]1C3([C@@H](OC)C[C@H]2O)[C@@H]1C[C@@]2(O)[C@H](OC(=O)c3ccccc3)[C@@H]1[C@]4(OC(C)=O)[C@@H](O)[C@@H]2OC | -0.26
O=C(c1ccccc1)c1cn(CC(=O)N2CCCc3ccccc32)c2ccccc12 | -2.4
CCOC(=O)c1c(C)n(Cc2ccccc2)c2ccc(OCC(O)Cn3nc(C)cc3C)cc12 (stereo not drawn) | -3.8
CC(=O)c1ccc2c(c1)C1C(Cl)C(Sc3ccccc3[N+](=O)[O-])CC1C(c1ccccc1[N+](=O)[O-])N2 (stereo not drawn) | -1.4
O=P(O)(O)C12CC3CC(CC(C3)C1)C2 | 0.76
CN(C)C1=NP(N(C)C)(N(C)C)=NC(c2ccccc2)=N1 | 0.34
COC(=O)C1=C(c2ccc(S(C)(=O)=O)cc2)C[C@@H]2CC[C@H]1N2C(=O)NC(C)C | 0.42
(continued)
SMILES | Cav32 inh
CCC1CCCCN1P(=O)(c1ccc(C)o1)C(C)(C)C (stereo not drawn) | -0.73
CCC(COC(=O)c1cc(OC)c(OC)c(OC)c1)(c1ccccc1)N(C)C (stereo not drawn) | 0.85
CCSc1nnc([C@@H](N)Cc2ccccc2)o1 | -1.1
Cc1cc(CN(C)C)c(OC(=O)N(C)C)cc1C | 0.015
Cc1nnc2ccc(N3CCN(C)CC3)nn12 | 0.027
Cc1cc(NC(=O)COC(=O)c2c(C)nn(Cc3ccccc3Cl)c2Cl)no1 | -2.9
CCC1(c2ccccc2)C(=O)N(COC)C(=O)N(COC)C1=O | 0.11
Nc1ccc(S(=O)(=O)N2CCCCC2c2cccnc2)cc1 (stereo not drawn) | 0.4
CN(C)C1=NC(N(C)C)=NP(N(C)C)(N(C)C)=N1 | -0.63
COC(=O)C1=C(c2cccc(OC)c2OC)C[C@@H]2CC[C@H]1N2C(=O)NCc1cccc2ccccc12 | -0.68
CCC(=NCCCN(CC)CC)c1c(O)n(-c2ccccc2)c(=O)[nH]c1=O | -1.1
CC(C)(C)c1nc(N2CCN(C(=O)c3ccco3)CC2)c2nnn(Cc3ccccc3Cl)c2n1 | -2.1
COC(=O)c1cc2c(s1)=NC=NP=2(N1CCOCC1)N1CCOCC1 | 0.0046
CCOC(C(=O)OCCCN(CC)CC)(c1ccccc1)c1ccccc1 | 0.57
COC(=O)C1=C(c2ccc(S(C)(=O)=O)cc2)C[C@@H]2CC[C@H]1N2C(=O)NCCNC(C)=O | 0.0046
COc1ccc(CCN)cc1O | -1.2
C1=C(c2c[nH]c3ccccc23)CCNC1 | -0.9
CN(C)P1(N(C)C)=Nc2c(c(N)nn2C)C(c2ccccc2)=N1 | 0.97
Cc1cc(C=O)c(C)n1CC1CCCO1 (stereo not drawn) | 0.029
Cc1cc(S(=O)(=O)NCC(C)C)ccc1OCC(=O)N1CCN(Cc2ccccc2)CC1 | -0.33
COc1ccc(CCN(C)Cc2c(F)cccc2F)cc1OC | -0.041
COc1ccc(C(=O)N2CCOCC2)cc1S(=O)(=O)N1CCC(C)CC1 | -0.058
Cc1cc(S(=O)(=O)NCc2ccccc2)ccc1OCC(=O)N1CCN(C)CC1 | 0.16
Cc1cc2c(C(F)(F)F)cc(=O)oc2c2c1NCCC2 | -8.3*
C=CCn1c(O)c(C(CC)=NC2CC2)c(=O)[nH]c1=O | 0.63
CC(C)Oc1ccc(Cc2c(O)[nH]c(=O)[nH]c2=O)cc1 | -0.57
COC(=O)C1=COC(C)C2CN3CCC4(C(=O)Nc5ccccc54)C3CC12 (stereo not drawn) | -1
COC(=O)c1ccc(COc2cc(C)cc3oc(=O)c4c(c23)CCCC4)o1 | -3.8
O=C1CC(c2ccccc2)CC(O)=C1C=NCCN1CCN(C(=O)Cc2ccccc2)CC1 (stereo not drawn) | 2.4

Compounds from the list above that have a nitro group on carbon, in the order listed:
SMILES | Cav32 inh
COc1cccc(C2C([N+](=O)[O-])=C(N)Oc3c2c(=O)oc2ccccc32)c1 (stereo not drawn) | 1.2
CCN1CCN(Cc2cc(OC)c(OC)cc2[N+](=O)[O-])CC1 | 0.46
CC(=O)c1ccc2c(c1)C1C(Cl)C(Sc3ccccc3[N+](=O)[O-])CC1C(c1ccccc1[N+](=O)[O-])N2 (stereo not drawn) | -1.4

Only part of the results is shown; count on the stated rates, not on these rows.
